GDH-TPI counter: counter-screen for M. tuberculosis FBA inhibitors: GDH-TPI coupled enzymes. GDH-TPI coupled enzyme counterscreen, NADH absorbance. inhibition, % at 4.8 µM. actives 1.2% (n = 360,000). AID 588335; in the data active = inhibition above about 30%;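 note: 0% = DMSO wells and 100% = wells lacking the enzyme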
Mtb FBA inh: inhibitors of M. tuberculosis fructose-bisphosphate aldolase | P9WQA3 | purified M. tuberculosis FBA, fluorescence read-out | inhibition, % at 1 µM | actives 2.3% (n = 360,000); in the data active = inhibition above about 27%;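 note: 0% = vehicle and 100% = reference inhibitor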
Target sequence (P9WQA3 whole entry, looked up): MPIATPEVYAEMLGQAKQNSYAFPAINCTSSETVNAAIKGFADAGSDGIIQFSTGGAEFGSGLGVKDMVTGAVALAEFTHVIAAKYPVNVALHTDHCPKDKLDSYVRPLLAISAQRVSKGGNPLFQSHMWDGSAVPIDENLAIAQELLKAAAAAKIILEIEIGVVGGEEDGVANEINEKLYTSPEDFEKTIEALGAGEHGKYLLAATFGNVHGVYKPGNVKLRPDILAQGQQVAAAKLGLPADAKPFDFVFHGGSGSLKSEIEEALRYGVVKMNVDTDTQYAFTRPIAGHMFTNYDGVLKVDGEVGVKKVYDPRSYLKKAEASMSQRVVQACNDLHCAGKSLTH
Rv3671c inh: inhibits the M. tuberculosis serine protease Rv3671c. actives 0.048% (n = 320,000). inhibition, % at 5.96 µM; in the data active = inhibition above about 38%;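 note: extracellular domain of Rv3671c used as enzyme; 0% = enzyme with DMSO and 100% = no enzyme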
Target sequence (P9WHR9 whole entry, looked up, the tested form may be a part): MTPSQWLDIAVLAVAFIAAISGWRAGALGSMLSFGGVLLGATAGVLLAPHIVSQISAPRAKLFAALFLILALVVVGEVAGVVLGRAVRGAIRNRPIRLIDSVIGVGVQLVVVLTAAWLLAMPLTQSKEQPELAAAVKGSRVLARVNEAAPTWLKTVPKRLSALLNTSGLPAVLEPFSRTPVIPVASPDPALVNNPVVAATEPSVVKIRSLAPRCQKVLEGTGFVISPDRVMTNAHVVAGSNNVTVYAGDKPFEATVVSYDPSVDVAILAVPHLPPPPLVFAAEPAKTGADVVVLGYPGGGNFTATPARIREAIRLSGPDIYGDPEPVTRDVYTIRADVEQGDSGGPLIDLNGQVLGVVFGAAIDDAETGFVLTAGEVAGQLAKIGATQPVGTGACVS
UGM FP inh: inhibitors of M. tuberculosis UDP-galactopyranose mutase; actives 0.06% (n = 320,000); AID 504406; purified UGM, fluorescence polarization probe displacement; inhibition, % at 10 µM; P9WIQ1; in the data active = inhibition above about 10%, passing the limit was not always enough
DUSP3 inh: DUSP3 (human) phosphatase inhibition; P51452; recombinant VHR phosphatase, pNPP absorbance; inhibition, % at 13.3 µM; actives 0.52% (n = 290,000); in the data active = inhibition above about 50%; note: some compounds called inactive have numbers as strong as hits
Target sequence (P51452 whole entry, looked up): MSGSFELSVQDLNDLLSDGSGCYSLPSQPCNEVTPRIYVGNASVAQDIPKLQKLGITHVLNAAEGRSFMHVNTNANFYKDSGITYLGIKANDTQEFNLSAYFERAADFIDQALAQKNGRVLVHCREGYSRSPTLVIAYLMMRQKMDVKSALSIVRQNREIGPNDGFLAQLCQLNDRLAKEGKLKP
BH1578 lux ind: quorum light induction in luxS cqsA deficient V. cholerae | activation, % at 18.7 µM | V. cholerae BH1578 lux reporter, luminescence, 6 h | actives 0.16% (n = 350,000); in the data active = activation mostly above about 9.7%, no sharp cut-off; note: not every result past the cut was called active; inactives centre near 0; reference of the scale not given here
Mtb BioA inh: blocks M. tuberculosis BioA enzyme activity; inhibition, % at 9.99 µM; purified M. tuberculosis BioA enzyme, plate reader; actives 0.096% (n = 360,000); in the data active = inhibition above about 40%
SSB-PriA inh: K. pneumoniae PriA-SSBct interaction inhibition. AlphaScreen SSBct-PriA binding, biotinylated peptide. inhibition, % at 33 µM. actives 0.6% (n = 430,000). AID 1272365; in the data active = inhibition mostly above about 37%, no sharp cut-off; inactive = mostly below about 20%;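 note: plate controls were negative control peptide for no effect and reference peptide for full effect; strong numbers were not always called active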
SARS 3CLpro inh: SARS-CoV 3CLpro protease inhibition. P0C6X7. recombinant SARS-CoV 3CLpro, quenched FRET peptide cleavage. inhibition, % at 6 µM. actives 0.14% (n = 290,000). AID 1706; in the data active = inhibition above about 12%
MazF activator: increases E. coli MazEF RNase cleavage of RNA; FAM/BHQ RNA-DNA oligo cleavage fluorescence, 5 h; P0AE70; AID 504720; actives 0.32% (n = 350,000); activation, % at 20 µM; in the data active = activation above about 50%
Target sequence (P0AE70 whole entry, looked up): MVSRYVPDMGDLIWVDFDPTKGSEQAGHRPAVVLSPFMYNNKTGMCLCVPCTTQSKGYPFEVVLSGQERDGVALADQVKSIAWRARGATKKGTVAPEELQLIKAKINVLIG
* = called active by the depositor. The list is partial. The share of hits here may be higher or lower than overall.

Preview, 2 compounds:
What do the screens show for `COCCN1CCn2c(nc3cc(Nc4nnc(C)c5ccccc45)ccc32)C1`?
GDH-TPI counter: -2; Mtb FBA inh: 1; Rv3671c inh: -2; UGM FP inh: -0.8; DUSP3 inh: 26; BH1578 lux ind: -0.4; SSB-PriA inh: -4; SARS 3CLpro inh: -8; MazF activator: 1

What do the screens show for `O=c1c2ccccc2nc(SCc2nc3ccccc3s2)n1CCCO`?
GDH-TPI counter: 5; Mtb FBA inh: -1; Rv3671c inh: -10; UGM FP inh: 0.9; DUSP3 inh: 13; BH1578 lux ind: inactive; Mtb BioA inh: -0.8; SSB-PriA inh: -3; SARS 3CLpro inh: 5; MazF activator: -11

This part in full, repeating the preview:
What do the screens show for `COCCN1CCn2c(nc3cc(Nc4nnc(C)c5ccccc45)ccc32)C1`?
GDH-TPI counter: -2; Mtb FBA inh: 1; Rv3671c inh: -2; UGM FP inh: -0.8; DUSP3 inh: 26; BH1578 lux ind: -0.4; SSB-PriA inh: -4; SARS 3CLpro inh: -8; MazF activator: 1

What do the screens show for `O=c1c2ccccc2nc(SCc2nc3ccccc3s2)n1CCCO`?
GDH-TPI counter: 5; Mtb FBA inh: -1; Rv3671c inh: -10; UGM FP inh: 0.9; DUSP3 inh: 13; BH1578 lux ind: inactive; Mtb BioA inh: -0.8; SSB-PriA inh: -3; SARS 3CLpro inh: 5; MazF activator: -11

What do the screens show for `O=S1(=O)Nc2c(ccc3cccnc23)-c2ccccc21`?
GDH-TPI counter: 1; Mtb FBA inh: 1; Rv3671c inh: -7; UGM FP inh: 4.3; DUSP3 inh: 8; BH1578 lux ind: inactive; Mtb BioA inh: -1.0; SSB-PriA inh: 97*; SARS 3CLpro inh: 2; MazF activator: -5

Results for Cc1ccc(NC(=S)NC(=O)c2cncc(Br)c2)cc1Cl ?
GDH-TPI counter: -2; Mtb FBA inh: 0; Rv3671c inh: 6; UGM FP inh: -0.4; BH1578 lux ind: -0.6; Mtb BioA inh: -1.1; SSB-PriA inh: 1; MazF activator: 0

Results for Cn1cc(Br)c(-c2cccc(N3C(=O)CC(C)(C)CC3=O)c2)n1 ?
GDH-TPI counter: -6; Mtb FBA inh: 0; Rv3671c inh: -2; UGM FP inh: 4.1; DUSP3 inh: 12; BH1578 lux ind: inactive; Mtb BioA inh: -0.6; SSB-PriA inh: 3; SARS 3CLpro inh: -5; MazF activator: 7

What do the screens show for `CN(C(=O)c1cccc(NC(=O)Cc2ccc(NC(=O)C3CCN(C(=O)C4CCC4)CC3)cc2)c1)C1CC1`?
GDH-TPI counter: -3; Mtb FBA inh: -4; BH1578 lux ind: inactive; Mtb BioA inh: 0.5; SSB-PriA inh: -12; MazF activator: 0

What do the screens show for `CN(C)CCNc1ncnc2oc(-c3ccccc3)c(-c3ccccc3)c12`?
GDH-TPI counter: 0; Mtb FBA inh: 26; UGM FP inh: -2.6; DUSP3 inh: -2; BH1578 lux ind: -0.3; Mtb BioA inh: -0.3; SSB-PriA inh: 4; SARS 3CLpro inh: -3; MazF activator: -4

Results for COc1ccc(-c2noc(CCc3ccccc3)n2)cc1 ?
GDH-TPI counter: 1; Mtb FBA inh: 1; Rv3671c inh: -9; UGM FP inh: 1.7; DUSP3 inh: 18; BH1578 lux ind: 2.1; Mtb BioA inh: 8.0; SSB-PriA inh: -37; SARS 3CLpro inh: -2; MazF activator: -3

How did O=C(O)c1ccc(NC(=S)N2CCCCC2)cc1 do in these assays?
GDH-TPI counter: 5; Mtb FBA inh: -2; Rv3671c inh: -9; UGM FP inh: -1.4; DUSP3 inh: 12; BH1578 lux ind: -0.5; Mtb BioA inh: -0.5; SSB-PriA inh: -13; SARS 3CLpro inh: 0; MazF activator: 6

How did O=C(OCc1nc2ccsc2c(=O)[nH]1)c1ccccc1 do in these assays?
GDH-TPI counter: -2; Mtb FBA inh: 1; Rv3671c inh: -8; UGM FP inh: -1.6; BH1578 lux ind: inactive; Mtb BioA inh: -1.8; SSB-PriA inh: -6; MazF activator: 6

What do the screens show for `C(=N\Nc1nc2ccccc2[nH]1)/c1cccs1`?
GDH-TPI counter: 4; Mtb FBA inh: -5; Rv3671c inh: -6; UGM FP inh: 5.2; DUSP3 inh: 21; BH1578 lux ind: -1.3; Mtb BioA inh: 3.1; SARS 3CLpro inh: 1; MazF activator: 4

Results for S=C1NNC2(CC3CC2C2CCCC32)NN1 (configuration not stated) ?
GDH-TPI counter: -1; Mtb FBA inh: 8; Rv3671c inh: 7; UGM FP inh: -3.2; DUSP3 inh: 17; BH1578 lux ind: -0.3; SSB-PriA inh: -4; SARS 3CLpro inh: 0; MazF activator: -2

What do the screens show for `O=C(OCC(O)C(O)C(O)C(SCc1ccccc1)SCc1ccccc1)c1ccccc1` (configuration not stated)?
GDH-TPI counter: 8; Mtb FBA inh: 9; BH1578 lux ind: -1.1; Mtb BioA inh: 0.4; SSB-PriA inh: -6; MazF activator: -6

How did c1ccc(CSc2ccc3nnc(-c4cccnc4)n3n2)cc1 do in these assays?
GDH-TPI counter: 1; Mtb FBA inh: 0; Rv3671c inh: 1; DUSP3 inh: 8; BH1578 lux ind: -0.2; SSB-PriA inh: -15; SARS 3CLpro inh: -3; MazF activator: 9

How did CCOC(=O)C1CCCN(C/C=C/c2ccccc2[N+](=O)[O-])C1 (configuration not stated) do in these assays?
GDH-TPI counter: 5; Mtb FBA inh: 1; Rv3671c inh: 9; UGM FP inh: 1.7; DUSP3 inh: 6; BH1578 lux ind: inactive; SSB-PriA inh: -7; SARS 3CLpro inh: 3; MazF activator: -7

Results for CCN(CC)C(=O)C1=C(C)N(Cc2ccc(C(C)(C)C)cc2)C(=O)C(CC(=O)NC2CCCC2)C1 (configuration not stated) ?
GDH-TPI counter: 2; Mtb FBA inh: -1; BH1578 lux ind: 1.1; Mtb BioA inh: -1.5; MazF activator: 1

How did C[C@H](NC(=O)c1ccc(C(C)(C)C)cc1)C(=O)N1CCOCC1 do in these assays?
GDH-TPI counter: 7; Mtb FBA inh: -1; Rv3671c inh: -6; UGM FP inh: 2.2; BH1578 lux ind: -0.3; Mtb BioA inh: -1.2; SSB-PriA inh: 4; MazF activator: 0

Results for c1ccc(Nc2c3c(nc4ncnn24)CCC3)cc1 ?
GDH-TPI counter: -5; Mtb FBA inh: -1; Rv3671c inh: -1; UGM FP inh: -1.4; DUSP3 inh: 30; BH1578 lux ind: 2.2; Mtb BioA inh: 2.4; SSB-PriA inh: -1; SARS 3CLpro inh: 0; MazF activator: 2

How did CCC(=O)Nc1ccc(C(=O)NNC(=O)CCCCC(=O)NNC(=O)c2ccc(NC(=O)CC)cc2)cc1 do in these assays?
GDH-TPI counter: 7; Mtb FBA inh: 0; BH1578 lux ind: -0.8; Mtb BioA inh: 0.1; MazF activator: 1

Results for COc1ccc(C=O)cc1OS(=O)(=O)c1ccc(NC(C)=O)cc1 ?
GDH-TPI counter: 1; Mtb FBA inh: -1; Rv3671c inh: 5; UGM FP inh: -0.4; DUSP3 inh: -5; BH1578 lux ind: -0.2; SSB-PriA inh: 2; SARS 3CLpro inh: -1; MazF activator: 7

What do the screens show for `O=C(Cc1nnc(NC(=O)c2ccccc2)s1)N/N=C\c1ccc(O)c(O)c1`?
GDH-TPI counter: 21; Mtb FBA inh: 3; Rv3671c inh: 4; UGM FP inh: 0.9; DUSP3 inh: 20; BH1578 lux ind: 1.7; Mtb BioA inh: -0.4; SARS 3CLpro inh: 2; MazF activator: 14

How did Cc1c(C(=O)NCc2ccc(C(C)C)cc2)sc(=O)n1Cc1ccc(S(=O)(=O)N(C)C)cc1 do in these assays?
GDH-TPI counter: -11; Mtb FBA inh: 0; BH1578 lux ind: inactive; Mtb BioA inh: -1.3

What do the screens show for `O=C(CCNS(=O)(=O)c1cccc2nsnc12)NCCc1ccccc1`?
GDH-TPI counter: 2; Mtb FBA inh: 1; Rv3671c inh: 10; UGM FP inh: 1.8; DUSP3 inh: -8; BH1578 lux ind: -1.6; SSB-PriA inh: -12; SARS 3CLpro inh: 0; MazF activator: -2

Results for CN(C)CP(=O)(Nc1ccccc1)N(C)C (configuration not stated) ?
GDH-TPI counter: 10; Mtb FBA inh: 1; Rv3671c inh: 3; UGM FP inh: -1.9; DUSP3 inh: 21; BH1578 lux ind: -0.5; Mtb BioA inh: -2.9; SSB-PriA inh: -9; SARS 3CLpro inh: 6; MazF activator: -2

How did COC(=O)[C@@H](N)CCCN=C(N)N[N+](=O)[O-] do in these assays?
GDH-TPI counter: -1; Mtb FBA inh: 1; Rv3671c inh: 6; UGM FP inh: -1.5; DUSP3 inh: 6; BH1578 lux ind: -0.3; Mtb BioA inh: -0.8; SSB-PriA inh: 0; MazF activator: -9

How did N#CC(C#N)=C1C=C2C=C(N3CCOCC3)CCC2CC1 (configuration not stated) do in these assays?
GDH-TPI counter: -9; Mtb FBA inh: -6; DUSP3 inh: 22; BH1578 lux ind: -0.5; SSB-PriA inh: -2; SARS 3CLpro inh: -10; MazF activator: 20

Results for Cc1cc(C)cc(NC(=O)CCC(=O)Nc2nnc(C(C)C)s2)c1 ?
GDH-TPI counter: 5; Mtb FBA inh: 1; Rv3671c inh: -2; UGM FP inh: 2.9; DUSP3 inh: 1; BH1578 lux ind: -0.6; Mtb BioA inh: -1.8; SSB-PriA inh: 8; SARS 3CLpro inh: 8; MazF activator: 14

Results for O=C(CSC(=S)N1CCCC1)Nc1ccc(Br)cc1Cl ?
GDH-TPI counter: 8; Mtb FBA inh: -2; Rv3671c inh: 2; UGM FP inh: 0.9; BH1578 lux ind: -2.3; Mtb BioA inh: -0.6; SSB-PriA inh: -23; MazF activator: -2

Results for CN(C)CCCN(C(=O)c1ccco1)c1nc2c(F)cc(F)cc2s1 ?
GDH-TPI counter: 15; Mtb FBA inh: -1; Rv3671c inh: -4; UGM FP inh: -0.9; DUSP3 inh: -11; BH1578 lux ind: -0.2; Mtb BioA inh: 5.1; SSB-PriA inh: -9; SARS 3CLpro inh: 3; MazF activator: 7

Results for CC(SC1CCCC1)C(=O)NC(C)(C#N)C(C)C (configuration not stated) ?
GDH-TPI counter: 7; Mtb FBA inh: 1; Rv3671c inh: 8; UGM FP inh: -1.6; DUSP3 inh: 26; BH1578 lux ind: inactive; Mtb BioA inh: -5.0; SSB-PriA inh: 1; SARS 3CLpro inh: 0; MazF activator: -4

Results for C=Cn1cc[n+](CC(=O)c2ccc(-c3ccccc3)cc2)c1 ?
GDH-TPI counter: 3; Mtb FBA inh: 6; Rv3671c inh: -8; UGM FP inh: -1.2; DUSP3 inh: -2; BH1578 lux ind: -0.2; Mtb BioA inh: 1.3; SSB-PriA inh: 15; SARS 3CLpro inh: -4; MazF activator: 14

How did N#Cc1ccccc1Sc1ccccc1C(=O)OCC(=O)NC12CC3CC(CC(C3)C1)C2 do in these assays?
GDH-TPI counter: 5; Mtb FBA inh: 3; Rv3671c inh: -30; UGM FP inh: 2.3; DUSP3 inh: 6; BH1578 lux ind: -0.3; SSB-PriA inh: -14; SARS 3CLpro inh: 2; MazF activator: -6

How did Cc1c(Cl)cccc1Nc1nc(N)nc(CN2CCCCCC2)n1 do in these assays?
GDH-TPI counter: 8; Mtb FBA inh: 4; Rv3671c inh: 2; UGM FP inh: -0.8; DUSP3 inh: 23; BH1578 lux ind: 0.4; Mtb BioA inh: -1.2; SSB-PriA inh: 9; SARS 3CLpro inh: -1; MazF activator: -2

Results for COc1ncccc1C(=O)N1CCCC(C(=O)c2cc(F)ccc2F)C1 (configuration not stated) ?
GDH-TPI counter: 3; Mtb FBA inh: 0; Rv3671c inh: -5; UGM FP inh: -4.8; DUSP3 inh: 9; BH1578 lux ind: 2.7; SSB-PriA inh: 3; SARS 3CLpro inh: 0; MazF activator: 4

What do the screens show for `O=C(O)c1cccc(-c2csc(C(O)(c3ccccc3)C(F)(F)F)n2)c1` (configuration not stated)?
GDH-TPI counter: 8; Mtb FBA inh: -2; BH1578 lux ind: inactive; Mtb BioA inh: 0.7

Screening results: PubChem, several laboratories
